NadD inh – inhibitors of S. aureus NadD, primary screen, biochemical, colorimetric, uHTS. Nicotinate-nucleotide adenylyltransferase NadD (Staphylococcus aureus N315). purified NadD enzyme, colorimetric absorbance read-out. AID 602399, 2012. 0.78% of 360,000 active. inhibition, % at 20 µM; in the data active means inhibition above about 26%; further: some compounds past the cut are filed as inactive
Neddylation inh – inhibitors of cullin neddylation, primary screen, biochemical, TR-FRET, uHTS, NAE and Ubc12; calls only at 25 µM; 0.58% of 360,000 active; AID 651699, 2012; in the data active means inhibition above about 36%
SKN-1 inh – suppressors of acrylamide-induced Pgst-4::GFP reporter in worms, primary screen, SKN-1 inhibitor project, whole organism, uHTS, GFP/RFP fluorescence ratio, strain VP596; C. elegans VP596 Pgst-4::GFP/RFP ratio, 24 h; inhibition, % at 21.8 µM; 0.49% of 360,000 active;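 active means interference check ratio from 0.5 to 1.5 plus GFP to RFP signal ratio inhibition reaching or exceeding a fixed threshold, cut at about 30% in these data, passing the limit was not always enough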; further: some compounds called inactive have numbers as strong as hits
LMPTP inh – LMPTP phosphatase inhibitors, primary screen, biochemical, fluorescence intensity, uHTS; Low molecular weight phosphotyrosine protein phosphatase (Homo sapiens), P24666; 0.22% of 360,000 active; inhibition, % at 20 µM; AID 651560, 2012; recombinant LMPTP-A, OMFP fluorogenic substrate;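 active means compounds that cut the enzyme signal by at least half of the control window in the single-dose screen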;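 further: plate controls were DMSO wells with enzyme plus substrate for no effect and substrate without enzyme for full effect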
Target sequence (P24666 whole entry, looked up): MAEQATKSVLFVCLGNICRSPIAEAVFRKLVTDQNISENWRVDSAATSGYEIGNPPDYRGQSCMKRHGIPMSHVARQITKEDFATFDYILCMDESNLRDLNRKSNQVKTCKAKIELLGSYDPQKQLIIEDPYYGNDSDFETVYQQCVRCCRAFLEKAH
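Test system: LMPTP-A phosphatase enzyme. Amount: LMPTP-A at 0.625 nM final in the reaction. Reagent: OMFP substrate, 400 µM final. Times: 50 min at room temperature. Signal: endpoint fluorescence intensity from OMFP dephosphorylation. Read-out basis: % inhibition. Benchmarks: no-enzyme and uninhibited controls.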
Tb MetRS inh – T. brucei MetRS inhibitors, primary screen, biochemical, luminescence; 0.4% of 360,000 active; inhibition, % at 11.9 µM; methionyl-tRNA synthetase (Trypanosoma brucei brucei); AID 624268, 2012; purified T. brucei MetRS, ATP depletion, Kinase-Glo luminescence;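 active means inhibition above a per-plate cutoff of the control wells' mean inhibition plus 3 SD, cut at about 5.5% in these data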;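 further: 0% = DMSO wells median and 100% = median of wells with control inhibitor compound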
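assay system = parasite MetRS enzyme | timing = 15 min preincubation, 2 h reaction, all 25 °C | evaluation = percent inhibition relative to median high and low control wells | medium = HEPES buffer containing pyrophosphatase, BSA, spermine, DTT | compound = single dose, 11.9 µM final nominal, 0.9% final DMSO | detection = Kinase-Glo luminescence, ATP depletion format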
STEP block – STEP phosphatase inhibitors, primary screen, biochemical, fluorescence intensity, uHTS. Tyrosine-protein phosphatase non-receptor type 5 (Homo sapiens), P54829. recombinant STEP, OMFP fluorogenic substrate. inhibition, % at 20 µM. 0.25% of 360,000 active;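 active means inhibition at 20 µM, scaled per plate between control wells, above about 37%, limit read from the data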;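 further: 0% = DMSO with enzyme and substrate and 100% = substrate only without enzyme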
Target sequence (P54829 whole entry, looked up): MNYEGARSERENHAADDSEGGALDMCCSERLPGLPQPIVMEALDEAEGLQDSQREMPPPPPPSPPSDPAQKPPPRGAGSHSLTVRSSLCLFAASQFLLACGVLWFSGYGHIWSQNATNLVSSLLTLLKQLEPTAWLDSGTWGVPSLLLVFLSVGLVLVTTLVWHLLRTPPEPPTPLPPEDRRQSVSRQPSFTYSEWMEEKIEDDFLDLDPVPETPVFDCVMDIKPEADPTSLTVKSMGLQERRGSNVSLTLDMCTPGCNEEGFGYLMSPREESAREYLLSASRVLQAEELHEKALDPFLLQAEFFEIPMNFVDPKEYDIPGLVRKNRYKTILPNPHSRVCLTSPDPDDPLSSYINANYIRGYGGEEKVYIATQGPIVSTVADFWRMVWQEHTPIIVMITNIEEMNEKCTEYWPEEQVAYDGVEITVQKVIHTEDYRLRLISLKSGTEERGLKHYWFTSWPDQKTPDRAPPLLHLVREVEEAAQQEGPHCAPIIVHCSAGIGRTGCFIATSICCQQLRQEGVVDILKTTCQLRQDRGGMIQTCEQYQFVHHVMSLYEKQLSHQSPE
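Test system: STEP tyrosine phosphatase / Reagent: OMFP at 25 µM / Doses: 20 µM, 1% DMSO / Read-out: percent inhibition scaled to no-enzyme and uninhibited-enzyme controls, plate-pattern corrected / Detection: FITC-channel fluorescence of OMFP product / Medium: Bis-Tris buffer pH 6.0, 2.5 mM DTT, 0.005% Tween 20 / Schedule: 20 min at room temperature, dark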
SUMO1 PPI mod – modulators of SUMO1 protein-protein interactions, primary screen, biochemical, uHTS | Small ubiquitin-related modifier 1 (Homo sapiens), P63165 | SUMO1 binding to a labelled peptide, TR-FRET, 1 h | inhibition, % at 20 µM | 0.33% of 360,000 active | AID 602429, 2012; in the data active means inhibition above about 37%
Target sequence (P63165 whole entry, looked up): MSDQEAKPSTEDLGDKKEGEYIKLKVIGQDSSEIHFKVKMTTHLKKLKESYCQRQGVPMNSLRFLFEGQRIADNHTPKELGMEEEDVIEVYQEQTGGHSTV
DNMT1 block – human DNMT1 methyltransferase inhibitors, primary screen, biochemical, molecular beacon, fluorescence, HinP1I cleavage, uHTS. DNA (cytosine-5)-methyltransferase 1 (Homo sapiens), P26358. inhibition (reported as % activation of signal), % at 10 µM. 0.83% of 360,000 active. AID 588458, 2011; in the data active means inhibition above about 50%
Scp1 inh – Scp-1 phosphatase inhibitors, primary screen, biochemical, colorimetric, uHTS. Carboxy-terminal domain RNA polymerase II polypeptide A small phosphatase 1 (Homo …. Recombinant Scp1, phosphopeptide, malachite green phosphate absorbance. inhibition, % at 20 µM. 0.88% of 340,000 active;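 active means inhibition above about 50% at 20 µM, limit read from the data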;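 further: plate controls were DMSO wells with enzyme for no effect and wells lacking enzyme for full effect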
Target sequence (Q9GZU7 76-261 limits assumed): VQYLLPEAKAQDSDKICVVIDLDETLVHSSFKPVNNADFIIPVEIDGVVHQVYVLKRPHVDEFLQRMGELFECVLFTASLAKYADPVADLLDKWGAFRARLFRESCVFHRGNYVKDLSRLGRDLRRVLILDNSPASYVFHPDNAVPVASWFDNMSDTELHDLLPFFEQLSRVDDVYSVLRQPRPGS
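assay system = SCP-1 phosphatase catalytic domain, residues 76-261 | buffer or medium = 50 mM Tris acetate pH 5.5, 0.005% Tween-20, 10 mM MgCl2 | incubation = enzyme reaction 45 min at room temperature, colour 5 min, stabilisation 30 min | signal = Phosphate-binding colour reagent, absorbance read at 630 nm | measure = % inhibition at 20 µM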
NRP1-CendR mod – modulators of CendR peptide binding to NRP-1, primary screen, biochemical, fluorescence polarization, uHTS | Neuropilin-1 (Homo sapiens), O14786 | FAM-RPARPAR peptide binding to NRP-1 | inhibition, % at 25 µM | 0.85% of 360,000 active | AID 602438, 2012;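 active means inhibition or corrected inhibition above about 18%, plus a signal ratio from 0.5 to 1.5, limit read from the data, passing the limit was not always enough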; further: strong numbers were not always called active
* = called active by the depositor; i = inactive; nt = not tested or not shown. No enrichment for hits; about 4.6% have a hit in one of these screens.

SMILES	NadD inh	Neddylation inh	SKN-1 inh	LMPTP inh	Tb MetRS inh	STEP block	SUMO1 PPI mod	DNMT1 block	Scp1 inh	NRP1-CendR mod
O=C(Nc1nnc(-c2ccccc2)s1)c1ccccc1F	-4	i	2	0.7	-0.8	-5	-4	5	-1	4
Oc1ccc(/C=N\Nc2nncc(-c3ccccc3)n2)cc1	-4	i	5	-1.8	0.4	18	-27	8	6	-12
Cn1c(=O)c2[nH]c(C3CCC3)nc2n(C)c1=O	2	i	3	1.4	-0.7	1	-6	4	10	5
Cc1c(C(c2ccc(C(=O)O)cc2)c2c(C)n(C)n(-c3ccccc3)c2=O)c(=O)n(-c2ccccc2)n1C	16	i	11	-3.0	-0.6	-1	2	3	12	0
C/C(=N\OC(=O)c1cccc(Cl)c1)c1sc(C)nc1C	-9	i	14	-0.3	-1.8	-3	1	1	6	3
COc1cccc(CN2CCC2(C)C(=O)NCCc2ccccn2)c1OC (stereo unspecified)	-2	i	17	-4.6	-0.3	4	2	7	nt	-5
CCOc1ccc(CCNC(=O)c2cc(C)nn2-c2ccccc2)cc1	-1	i	1	0.9	-0.1	-3	-1	-4	-2	4
O=C(NCC1CCCN1S(=O)(=O)c1cccs1)c1c(F)cccc1F (stereo unspecified)	3	i	6	0.1	-0.2	-4	-2	-3	-3	7
CCOC(=O)c1sc(Nc2cccc(Cl)c2)nc1C	-5	i	2	3.1	-0.6	0	-3	1	11	-3
COc1ccc(CN2CCc3cc(OC)c(OC)cc3C2)cc1O	1	i	11	-0.8	-0.5	-2	3	-3	4	3
CCNc1nc(NC(C)C)nc(N(C#N)Cc2ccccc2)n1	-8	i	1	-0.1	-1.4	1	-1	1	-1	5
Cc1ccc(C)c(S(=O)(=O)N2CCN(CC(=O)Nc3ccc4c(c3)OCCO4)CC2)c1	-3	i	-20	-0.9	-0.8	-2	-2	-6	-9	-8
Cc1c(CN2CCC(CO)(CC3CCCCO3)CC2)cnn1C (stereo unspecified)	6	i	8	0.0	-0.3	0	3	2	-2	4
Cc1cc(OCC(=O)NC(Cc2ccc(Cl)cc2)C(=O)O)c2c(C)cc(=O)oc2c1 (stereo unspecified)	6	nt	9	-0.2	-0.2	-3	-2	-3	-1	4
CN(C)c1ccc(CNC(=O)C2(C)Cc3c(-c4ccc(N(C)C)cc4)ccnc3O2)cc1 (stereo unspecified)	-6	nt	14	0.0	-0.1	2	7	-7	nt	-5
NC(=O)CC(NC(=O)c1ccc(Br)cc1)c1ccc(NCc2ccc(F)cc2)c([N+](=O)[O-])c1 (stereo unspecified)	6	i	-27	2.4	-0.2	-1	4	28	-10	-30
CCOC(=O)CNC(=O)C(CO)NC(=O)OCc1ccccc1 (stereo unspecified)	-4	i	19	-0.2	-0.1	-1	-1	3	-7	7
O=C(CCl)Nc1ccccc1C(=O)c1ccccc1	-1	i	1	-1.1	-1.1	-2	12	16	7	-6
Cc1ccc(S(=O)(=O)N2C[C@H]3N(C(=O)OC(C)C)N(C(=O)OC(C)C)C[C@H](OC(=O)NC4CCCC4)[C@@]3(O)C2)cc1	-1	i	-3	-0.6	0.0	1	2	2	nt	5
N#C/C(=C1\C(=O)Nc2c(Cl)cc(Cl)cc21)c1nnc2n1CCCCC2	-1	i	-22	-0.7	-0.8	3	0	-2	5	8

Sorted by count of non-hydrogen atoms (smallest number first): 8 of the compounds above.
SMILES	NadD inh	Neddylation inh	SKN-1 inh	LMPTP inh	Tb MetRS inh	STEP block	SUMO1 PPI mod	DNMT1 block	Scp1 inh	NRP1-CendR mod
O=C(CCl)Nc1ccccc1C(=O)c1ccccc1	-1	i	1	-1.1	-1.1	-2	12	16	7	-6
C/C(=N\OC(=O)c1cccc(Cl)c1)c1sc(C)nc1C	-9	i	14	-0.3	-1.8	-3	1	1	6	3
Oc1ccc(/C=N\Nc2nncc(-c3ccccc3)n2)cc1	-4	i	5	-1.8	0.4	18	-27	8	6	-12
CCNc1nc(NC(C)C)nc(N(C#N)Cc2ccccc2)n1	-8	i	1	-0.1	-1.4	1	-1	1	-1	5
COc1cccc(CN2CCC2(C)C(=O)NCCc2ccccn2)c1OC (stereo unspecified)	-2	i	17	-4.6	-0.3	4	2	7	nt	-5
NC(=O)CC(NC(=O)c1ccc(Br)cc1)c1ccc(NCc2ccc(F)cc2)c([N+](=O)[O-])c1 (stereo unspecified)	6	i	-27	2.4	-0.2	-1	4	28	-10	-30
Cc1c(C(c2ccc(C(=O)O)cc2)c2c(C)n(C)n(-c3ccccc3)c2=O)c(=O)n(-c2ccccc2)n1C	16	i	11	-3.0	-0.6	-1	2	3	12	0
Cc1ccc(S(=O)(=O)N2C[C@H]3N(C(=O)OC(C)C)N(C(=O)OC(C)C)C[C@H](OC(=O)NC4CCCC4)[C@@]3(O)C2)cc1	-1	i	-3	-0.6	0.0	1	2	2	nt	5

(cont.)
SMILES	NadD inh	Neddylation inh	SKN-1 inh	LMPTP inh	Tb MetRS inh	STEP block	SUMO1 PPI mod	DNMT1 block	Scp1 inh	NRP1-CendR mod
Cc1ccccc1CNC(=O)C(=O)NCCC1CCCCN1S(=O)(=O)c1cccs1 (stereo unspecified)	-5	i	2	1.0	-0.2	-3	2	-4	-9	4
CCCNC(=O)C1(C)CCCN(C(=O)c2cccc(C(F)(F)F)c2)C1 (stereo unspecified)	-4	i	2	-1.6	-0.2	-1	2	0	nt	4
O=C(C[C@@H]1C/C=C\CCC(=O)OC[C@H](Cc2ccccc2)NC1=O)N[C@@H](CO)Cc1ccccc1	-1	i	-4	4.0	-0.1	-1	-3	3	-4	9
Cc1ccc(OCC(=O)Nc2nnn(C)n2)c(C)c1	-4	i	-12	-1.9	-0.8	-1	0	-1	-8	10
CC(C)(C)c1ccc(NC(=O)CSc2n[nH]c(=O)n2-c2cccnc2)cc1	-1	i	-7	-0.8	-0.5	1	4	0	-2	-6
COC(=O)C1=C(N)Oc2cc(N(C)C)ccc2C1c1ccccc1OC (stereo unspecified)	0	nt	0	-0.7	-0.8	1	-4	-2	-3	-46
CCOC(=O)c1ccc(NC(=O)c2cc(S(=O)(=O)N3CCOCC3)cn2C)cc1	0	i	0	0.2	-0.4	1	-1	0	-5	1
CCN(CC)S(=O)(=O)c1ccc2c(c1)nc(CCC(=O)Nc1ccccc1Cc1ccccc1)n2CC	9	i	2	0.2	-0.5	2	2	-6	7	-10
CC1CCN(C(=O)c2cc3nc(-c4ccccc4)cc(-c4ccccc4)n3n2)CC1	-3	nt	5	6.9	0.5	4	-14	-10	-4	-9
Cc1ccc(NS(=O)(=O)c2ccc3c(c2)NC(=O)CCS3)c(C)c1	-3	i	7	0.6	0.0	-4	3	-4	-2	-6
CN(CC(=O)NCC(=O)Nc1ccc(F)c(F)c1F)C1CCS(=O)(=O)C1 (stereo unspecified)	3	i	11	-0.9	-0.2	-2	1	-4	-5	-8
O=C(CNC(=O)c1ccccc1F)NC1CC1	1	i	-8	-0.2	0.0	-2	-1	0	-5	0
Cc1cc(OCCCCn2ccnc2)cc(C)c1Cl	-3	i	4	-0.1	-0.3	2	1	-1	-2	-3
O=C(Nc1nc2ccccc2n1CCN1CCOCC1)c1ccc(COc2ccccc2Br)o1	2	nt	20	1.1	-0.3	-2	7	-8	-3	-3
Cc1ccc(S(=O)(=O)N2CCN(C(=O)c3ccc(-n4cncn4)c([N+](=O)[O-])c3)CC2)cc1	2	i	3	-0.2	1.4	0	-18	2	-1	-3
CCCCOP(=O)(c1ccc(N(C)C)cc1)C(O)c1ccc(OC)c(OC)c1 (stereo unspecified)	-3	i	-7	2.0	-0.4	0	0	1	-18	-3
c1ccc(SC23CCCCN(CCC2)C32OCCO2)cc1 (stereo unspecified)	2	i	7	-0.1	-0.1	nt	10	nt	nt	6
Cc1onc(-c2ccccc2)c1-c1nnc(COC(=O)c2ccc(N(C)C)cc2)o1	-4	i	3	1.3	-0.2	0	1	2	nt	9
NS(=O)(=O)c1cccc(NC(=O)CSc2nnnn2-c2ccccc2)c1	-7	i	-3	0.7	-0.9	-1	-1	3	-10	3
Clc1cccc(-c2ccc3ncnc(NCc4cccnc4)c3c2)c1	6	i	14	14	0.3	-1	2	-6	0	-3
CCC1(c2ccc(F)cc2)NC(=O)N(CC(=O)Nc2ccc(S(N)(=O)=O)cc2)C1=O (stereo unspecified)	4	i	0	-1.2	-0.2	-1	-1	-5	-9	-6
COc1ccccc1OCCNC(=O)c1cc(C2CC2)nc2c1cnn2C(C)C	-1	i	-18	0.5	0.5	3	0	-2	-6	4
CSc1nsc(SCC(=O)Nc2ccccc2C(=O)O)n1	4	i	5	-0.8	0.2	1	-27	7	-7	-2
O=C(COC(=O)/C=C/c1ccc([N+](=O)[O-])cc1)NCc1ccco1	-4	i	12	-1.0	0.1	-5	-28	1	-7	-10
CCOc1ccc(-c2nnc(-c3cccs3)o2)cc1OCC	-9	nt	15	0.5	0.1	-1	6	3	-11	0
C[C@H](CO)N1C[C@H](C)[C@@H](CN(C)S(=O)(=O)c2ccccc2)Oc2c(NC(=O)Nc3ccc4c(c3)OCO4)cccc2C1=O	-1	i	6	0.7	0.9	0	2	0	-14	-4
CCOC(=O)N1CC=C2C(C#N)=C(N)C(C#N)(C#N)[C@H](c3ccsc3)[C@H]2C1	-5	i	-6	-1.0	0.4	2	-9	-8	-4	-37

Screening data deposited in PubChem BioAssay by several laboratories.
